STEP block = inhibitors of human striatal-enriched phosphatase STEP. recombinant STEP, OMFP fluorogenic substrate, fluorescence. AID 588621. inhibition, % at 20 µM. 360,000 compounds, 0.25% hits;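 active means inhibition at 20 µM, scaled per plate between control wells, above about 37%, limit read from the data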;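 further: 0% = DMSO with enzyme and substrate and 100% = substrate only without enzyme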
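material = STEP tyrosine phosphatase | reagent = fluorogenic phosphatase substrate OMFP at 25 µM final | doses = single compound dose of 20 µM, 1% DMSO final | schedule = 20 min reaction, room temperature, in the dark | measured by = fluorescence, 480/540 nm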
MsrA inh = inhibits bovine methionine sulfoxide reductase A; inhibition, % at 15.5 µM; purified bovine MsrA, absorbance read-out; 360,000 compounds, 0.75% hits; AID 651718; in the data active means inhibition above about 4.5%;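 further: 0% = vehicle wells with enzyme and 100% = reference inhibitor wells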
LMPTP inh = LMPTP (human) inhibition; 360,000 compounds, 0.22% hits; inhibition, % at 20 µM; P24666; recombinant LMPTP-A, OMFP fluorogenic substrate, fluorescence intensity;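 active means compounds that cut the enzyme signal by at least half of the control window in the single-dose screen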;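 further: plate controls were DMSO wells with enzyme plus substrate for no effect and substrate without enzyme for full effect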
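Test system: LMPTP-A phosphatase enzyme. Amount: LMPTP-A at 0.625 nM final in the reaction. Reagent: OMFP substrate, 400 µM final. Times: 50 min at room temperature. Signal: endpoint fluorescence intensity from OMFP dephosphorylation. Read-out basis: % inhibition. Benchmarks: no-enzyme and uninhibited controls.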
Rpn11 inh = inhibitors of human proteasome Rpn11 | human 26S proteasome, Ub4-pepOG fluorescence polarization; 20S core pre-blocked with epoxomicin | calls only at 20 µM | 360,000 compounds, 0.59% hits | AID 588493;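 active means inhibition at 20 µM, scaled to each plate's controls, above about 33%, limit read from the data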
Target sequence (O00487 whole entry, looked up): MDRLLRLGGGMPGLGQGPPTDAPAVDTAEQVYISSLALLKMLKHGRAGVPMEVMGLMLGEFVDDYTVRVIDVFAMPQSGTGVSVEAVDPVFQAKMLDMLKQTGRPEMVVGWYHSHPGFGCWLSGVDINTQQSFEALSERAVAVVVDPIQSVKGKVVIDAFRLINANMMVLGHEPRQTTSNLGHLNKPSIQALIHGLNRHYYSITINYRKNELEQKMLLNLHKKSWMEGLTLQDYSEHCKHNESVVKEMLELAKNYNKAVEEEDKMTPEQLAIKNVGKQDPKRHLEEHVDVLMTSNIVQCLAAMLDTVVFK
NadD inh = NadD (S. aureus) enzyme inhibition; purified NadD enzyme, colorimetric absorbance read-out; inhibition, % at 20 µM; 360,000 compounds, 0.78% hits; AID 602399; in the data active means inhibition above about 26%; further: some compounds past the cut are filed as inactive
Tb MetRS inh = Trypanosoma brucei MetRS inhibition | inhibition, % at 11.9 µM | purified T. brucei MetRS, ATP depletion, Kinase-Glo luminescence | 360,000 compounds, 0.4% hits;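 active means inhibition above a per-plate cutoff of the control wells' mean inhibition plus 3 SD, cut at about 5.5% in these data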;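 further: 0% = DMSO wells median and 100% = median of wells with control inhibitor compound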
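Dosing: 11.9 µM compound single dose, 0.9% DMSO; Assay system: purified T. brucei MetRS enzyme; Measured by: Kinase-Glo luciferase luminescence reporting remaining unconsumed ATP; Schedule: 15 min plus 2 h at 25 °C.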
Scp-1 inhibitor = blocks human Scp-1 phosphatase activity; AID 493091; inhibition, % at 20 µM; 340,000 compounds, 0.88% hits; Q9GZU7; Recombinant Scp1, phosphopeptide, malachite green phosphate absorbance;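 active means inhibition above about 50% at 20 µM, limit read from the data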;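 further: plate controls were DMSO wells with enzyme for no effect and wells lacking enzyme for full effect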
Target sequence (Q9GZU7 76-261 limits assumed): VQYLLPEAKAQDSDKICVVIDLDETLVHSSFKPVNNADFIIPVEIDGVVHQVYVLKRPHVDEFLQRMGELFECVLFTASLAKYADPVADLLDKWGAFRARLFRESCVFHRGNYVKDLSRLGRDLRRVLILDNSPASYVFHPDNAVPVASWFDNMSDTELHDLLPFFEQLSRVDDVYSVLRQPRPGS
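Test system: SCP-1 phosphatase catalytic domain, residues 76-261 | Compound dosing: One concentration, 20 µM, with 1.0% DMSO | Schedule: 45 min room-temperature reaction, 5 min colour, 30 min stabiliser | Detection: Absorbance at 630 nm | Read-out basis: % inhibition of SCP-1 phosphate liberation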
SUMO1-SIM PPI = SUMO1-SIM interaction modulation; P63165; SUMO1 binding to a labelled peptide, TR-FRET, 1 h; inhibition, % at 20 µM; 360,000 compounds, 0.33% hits; AID 602429; in the data active means inhibition above about 37%
Target sequence (P63165 whole entry, looked up): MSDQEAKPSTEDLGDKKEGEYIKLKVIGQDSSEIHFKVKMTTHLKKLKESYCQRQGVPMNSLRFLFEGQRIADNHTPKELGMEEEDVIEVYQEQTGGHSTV
DNMT1 block = inhibitors of human DNMT1; P26358; DNMT1 molecular beacon, Hinp1I cleavage, fluorescence; inhibition (reported as % activation of signal), % at 10 µM; 360,000 compounds, 0.83% hits; AID 588458; in the data active means inhibition above about 50%
CSN deneddyl inh = CSN deneddylation inhibition. Purified CSN, SCF-Nedd8-OG deneddylation, fluorescence polarization. inhibition, % at 12.5 µM. 360,000 compounds, 0.38% hits;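 active means pattern-corrected inhibition above about 35%, with an unprinted fluorescence ratio check between 0.5 and 1.5, limit read from the data, passing the limit was not always enough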;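 further: 0% = enzyme with substrate and 100% = substrate without enzyme; some results filed as inactive read as strong as hits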
Target sequence (Q92905 whole entry, looked up, one chain of several): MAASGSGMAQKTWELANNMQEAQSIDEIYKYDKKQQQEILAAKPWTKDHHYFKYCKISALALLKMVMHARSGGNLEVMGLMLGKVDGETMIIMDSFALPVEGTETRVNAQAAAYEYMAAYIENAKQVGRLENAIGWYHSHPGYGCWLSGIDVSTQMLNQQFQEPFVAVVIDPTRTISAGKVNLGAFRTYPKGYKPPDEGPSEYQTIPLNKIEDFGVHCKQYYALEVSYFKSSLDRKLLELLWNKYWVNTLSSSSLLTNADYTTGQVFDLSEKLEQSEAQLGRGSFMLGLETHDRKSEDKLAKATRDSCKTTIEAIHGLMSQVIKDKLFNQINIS
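Schedule: reaction 90 min, room temperature / Assay system: HEK293T-derived human Csn5 enzyme / Input: Csn5 at 0.24 nM final / Measure: inhibition of Csn5 cleavage, % / Control set: substrate-only high control, full reaction low control / Technique: fluorescence polarization of the substrate / Buffer or medium: Tris/NaCl/DTT buffer, pH 7.5 / Reagent: SCFSkp2-Nedd8OG substrate at 10 nM final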
Starred values were filed as active, the others as inactive; i = inactive; · = no result given. Not a hit list (roughly 3.9% active in at least one column).

no.	canonical_smiles	STEP block	MsrA inh	LMPTP inh	Rpn11 inh	NadD inh
1	CCN(CC)S(=O)(=O)c1csc(C(=O)OCC(=O)c2ccccc2)c1	0	-0.8	-0.2	i	-14
2	COc1ccc(CNC(=O)C2CCN(c3cc(C(=O)Nc4cccc(OC)c4)ccn3)CC2)cc1	-1	-0.3	2.1	i	1
3	COc1ccc(C2/C(=C(/O)c3ccc4c(c3)CC(C)O4)C(=O)C(=O)N2CCN2CCOCC2)cc1OC (centres undefined)	0	2.6	-1.8	i	-3
4	O=C(c1ccc(CSc2ccccc2)cc1)N1CCN(c2ccccc2)CC1	0	0.6	6.7	i	7
5	CCCNC(=O)C(=O)N/N=C/c1cccs1	-2	3.5	-0.8	i	0
6	O=c1c2c3c(sc2ncn1/N=C/c1ccc([N+](=O)[O-])o1)CCCC3	3	0.0	0.1	i	0
7	Cc1ccc(CNC(=O)[C@]2(C)CCC[C@@]3(C)C4CC[C@@]5(C)C[C@]4(CCC32)CC5=O)cc1 (some centres undefined)	5	-0.2	1.0	i	-1
8	CCCCOCCCNC(=O)C1c2ccccc2Oc2ccccc21	1	-0.8	0.4	i	-3
9	CCN(CC)S(=O)(=O)c1ccc(N2CC(C(=O)NCCc3c[nH]c4ccccc34)CC2=O)cc1 (centres undefined)	2	-1.1	0.9	i	-5
10	CC(=O)n1cc(/C=N/NC(=O)c2cccc(O)c2)c2ccccc21	-2	2.6	0.9	i	-2
11	CSCc1cc(N2CCOCC2)nc(SCc2ccc(Cl)cc2Cl)n1	0	0.0	2.9	i	1
12	COc1cc(OC)c(C(=O)OCC(=O)Nc2ccccc2Cl)cc1OC	-1	-0.9	-0.3	i	-6

no.	Tb MetRS inh	Scp-1 inhibitor	SUMO1-SIM PPI	DNMT1 block	CSN deneddyl inh
1	-0.7	-13	2	2	2
2	0.2	-3	-4	-5	-1
3	-0.1	-7	-11	0	2
4	-0.3	-7	-3	-3	0
5	0.2	-4	-6	-2	2
6	1.8	-5	-16	-5	8
7	-0.5	-8	1	-2	-3
8	0.2	26	3	6	-3
9	0.0	-9	4	-3	-2
10	-0.2	-12	-11	-2	1
11	0.2	5	0	-7	3
12	-1.1	6	3	2	0

Reprinted from the part before: four entries; new compounds follow.
no.	canonical_smiles	STEP block	MsrA inh	LMPTP inh	Rpn11 inh	NadD inh
9	CCN(CC)S(=O)(=O)c1ccc(N2CC(C(=O)NCCc3c[nH]c4ccccc34)CC2=O)cc1 (centres undefined)	2	-1.1	0.9	i	-5
10	CC(=O)n1cc(/C=N/NC(=O)c2cccc(O)c2)c2ccccc21	-2	2.6	0.9	i	-2
11	CSCc1cc(N2CCOCC2)nc(SCc2ccc(Cl)cc2Cl)n1	0	0.0	2.9	i	1
12	COc1cc(OC)c(C(=O)OCC(=O)Nc2ccccc2Cl)cc1OC	-1	-0.9	-0.3	i	-6
13	Cn1c(-c2sc3cc(C(F)(F)F)cnc3c2-c2ccccc2)n[nH]c1=S	1	2.4	-2.3	i	3
14	COc1ccccc1NS(=O)(=O)c1cc(NC(=O)Cn2cnc3c2c(=O)n(C)c(=O)n3C)ccc1C	-3	-0.2	-0.7	i	-2
15	c1cc(-c2nnc3sc(C4CCCCC4)nn23)ccn1	0	-0.5	-1.0	i	0
16	CCOc1cc(/C=N\NC(=O)OC(C)(C)C)ccc1OC(=O)c1ccco1	0	-0.7	1.0	i	2
17	CN1CCc2c(sc3c2C(=O)NC(c2ccccc2)N3)C1 (centres undefined)	1	3.4	-4.7	i	-5
18	NC(=O)c1cccc(-c2coc3c(C(=O)NCc4ccccc4)cccc23)c1	0	0.4	0.3	i	-5
19	CC1(C)Cc2c(sc3c2c2ncnn2c2nnc(SCC(=O)NCc4ccco4)n32)CO1	2	0.8	-3.3	i	-1
20	CNc1nc2c(c(=O)[nH]c(=O)n2C)n1CCCc1ccccc1	-3	1.3	-1.7	i	-5
21	NC(=O)c1cc(NC(=O)COC(=O)CCCN2C(=O)c3cccc4cccc(c34)C2=O)cc(C(N)=O)c1	2	3.3	2.7	i	1
22	CCC1CCc2sc(C(=O)NCC(c3ccc(OC)cc3)N3CCCC3)cc2C1 (centres undefined)	8	-1.4	3.7	i	-3
23	CC(C)CC1Nc2ncnc(N3CCN(c4ccccc4)CC3)c2N(Cc2ccc(Br)cc2)C1=O (centres undefined)	1	0.4	1.8	i	25
24	O=C(/C=C/Nc1ccc(Br)cc1F)c1ccccc1	0	0.5	-0.9	i	7

no.	Tb MetRS inh	Scp-1 inhibitor	SUMO1-SIM PPI	DNMT1 block	CSN deneddyl inh
9	0.0	-9	4	-3	-2
10	-0.2	-12	-11	-2	1
11	0.2	5	0	-7	3
12	-1.1	6	3	2	0
13	-1.1	-5	-3	2	-2
14	0.5	20	2	-12	-1
15	-0.5	-2	-3	11	-5
16	-0.4	-4	-1	0	-10
17	-0.3	-9	-4	-5	6
18	0.4	·	12	2	5
19	-1.3	-1	15	2	-1
20	-0.8	-9	2	-1	-1
21	-0.5	7	-22	5	-2
22	-0.5	-3	-8	-10	2
23	-0.4	2	1	-7	-3
24	-0.5	-7	-5	2	-7

(more compounds)
no.	canonical_smiles	STEP block	MsrA inh	LMPTP inh	Rpn11 inh	NadD inh
25	O=C(CN1c2cccc3cccc(c23)S1(=O)=O)NCc1ccccc1Cl	-1	1.3	1.7	i	-1
26	Cc1ccc(C(=O)N(CC(=O)NC2CCCC2)c2cccc(F)c2)s1	-1	-0.8	-1.1	i	2
27	CC(C)CC(=O)N1CCN(c2ccc([N+](=O)[O-])cc2Cl)CC1	0	-0.3	-0.8	i	-4
28	COC(=O)C1=C(C)N(Cc2ccccc2)C(=NCCc2cccnc2)N[C@H]1c1ccc(Br)cc1	-1	·	2.9	i	7
29	O=C(NCc1ccco1)c1ccc(N2CCCCC2)c([N+](=O)[O-])c1	-2	-1.4	0.2	i	-7
30	COc1ccc(Br)cc1-c1noc(-c2ccccc2F)n1	1	0.1	1.5	i	-3
31	COC(=O)c1ccc(CSc2nc3c(c(=O)[nH]2)CCC3)cc1	-3	2.3	-3.8	i	-2
32	COc1ccc(-c2ccc3nnc(SCC(=O)NCC4CCCO4)n3n2)cc1 (centres undefined)	0	2.0	-1.2	i	5
33	Cc1ccc(CNC(=O)c2cccnc2Cl)cc1	-5	0.5	-0.3	i	8
34	O=C(O)/C=C\C(=O)Nc1cccc(NC(=O)c2ccccc2)c1	1	1.3	-0.6	i	9
35	Cc1ccc(NS(=O)(=O)c2cccc([N+](=O)[O-])c2)nc1	4	0.3	-0.1	i	0
36	CC(C)CC1=NN(C(=O)c2ccco2)C(O)(C(F)(F)F)C1 (centres undefined)	-8	2.4	-1.7	i	3

no.	Tb MetRS inh	Scp-1 inhibitor	SUMO1-SIM PPI	DNMT1 block	CSN deneddyl inh
25	-0.4	·	-45	-12	-3
26	-0.5	5	0	-1	0
27	3.4	-6	-19	-1	6
28	0.7	57*	-10	13	-1
29	-0.1	-6	-19	1	-4
30	-0.8	-4	5	2	6
31	0.7	·	2	2	-2
32	0.2	-6	-35	-1	-7
33	0.0	-3	-1	-3	2
34	-0.6	1	7	-2	2
35	-1.3	-1	-9	1	7
36	0.4	-1	0	5	1

More entries.
no.	canonical_smiles	STEP block	MsrA inh	LMPTP inh	Rpn11 inh	NadD inh
37	COc1ccc(CN(CC(=O)NCC2CCCO2)C(=O)CCC(=O)Nc2cc(C)on2)cc1 (centres undefined)	-2	1.9	0.1	i	-1
38	CC(C)c1nc2sc3c(NCc4ccccc4)ncnc3c2c2c1COC(C)(C)C2	-2	1.2	0.4	i	11
39	O=C1c2ccccc2S(=O)(=O)N1Cc1cc(=O)n2ccsc2n1	-3	0.7	-0.7	i	-8
40	N#Cc1ccsc1NC(=O)COC(=O)CCS(=O)(=O)c1ccccc1	-1	1.5	12	i	3
41	CN(C)Cc1c(C(=O)N/N=C/c2ccco2)nnn1-c1nonc1N	0	3.1	-1.0	i	5
42	COC(=O)c1ccc(CNC(=O)COC(=O)c2cccs2)cc1	-2	-0.6	-1.9	i	-3
43	CCC(=O)N1CCN(c2ccc(NC(=O)COc3ccccc3[N+](=O)[O-])cc2)CC1	1	1.0	0.5	i	3
44	O=C1CC(/C=C/c2ccccc2)(C(=O)NC2CCCC2)N1c1ccc(S(=O)(=O)N2CCCC2)cc1 (centres undefined)	1	0.2	1.1	i	14
45	O=S(=O)(c1ccc(OC(F)(F)F)cc1)N1CCCC(c2ccccc2)C1 (centres undefined)	1	0.5	1.1	i	0
46	CCCC(=O)NCCc1nc2ccccc2n1CC(=O)c1ccccc1	-3	-0.3	-0.9	i	2

no.	Tb MetRS inh	Scp-1 inhibitor	SUMO1-SIM PPI	DNMT1 block	CSN deneddyl inh
37	-2.9	-8	-3	1	-1
38	-0.1	1	5	-15	-7
39	-0.3	1	2	1	4
40	-0.3	50*	18	17	6
41	0.1	3	-13	1	1
42	-0.1	-8	-1	3	-6
43	-0.2	-3	-21	-1	5
44	-0.6	-6	1	-5	-7
45	-1.7	-7	5	3	0
46	0.2	-2	-2	-3	-2

Assay outcomes: PubChem, several laboratories
